# From PubChem
# Vif-APOBEC3F blk = Vif-A3F binding inhibition; Potency, µM (top dose mostly 46.1 µM), without a hit: top-dose activity, negative = active; HeLa A3F-eYFP + Vif (tagged APOBEC3F with the HIV-1 protein that degrades it), YFP fluorescence increase; 0.2% of 390,000 active; note: potency is the fitted concentration of half-maximal effect; % of control where 0% means no effect; nearly all actives have a fitted effect of over 65% in size
#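 HeLa cells stably expressing A3F-eYFP plus Vif, plated and incubated overnight at 37 deg C, then exposed to compounds overnight at 37 deg C. Blocked degradation read as raised yellow fluorescence (Ex 488/Em 500-530).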
# D1 agonist = agonists of human D1 dopamine receptor | 1% of 360,000 active | HEK293 T-REx D1 cells, calcium flux, agonist mode | activation, % at 2 µM; in the data active = activation above about 30%; note: 0% is about no effect
# Target sequence (P21728 whole entry, looked up): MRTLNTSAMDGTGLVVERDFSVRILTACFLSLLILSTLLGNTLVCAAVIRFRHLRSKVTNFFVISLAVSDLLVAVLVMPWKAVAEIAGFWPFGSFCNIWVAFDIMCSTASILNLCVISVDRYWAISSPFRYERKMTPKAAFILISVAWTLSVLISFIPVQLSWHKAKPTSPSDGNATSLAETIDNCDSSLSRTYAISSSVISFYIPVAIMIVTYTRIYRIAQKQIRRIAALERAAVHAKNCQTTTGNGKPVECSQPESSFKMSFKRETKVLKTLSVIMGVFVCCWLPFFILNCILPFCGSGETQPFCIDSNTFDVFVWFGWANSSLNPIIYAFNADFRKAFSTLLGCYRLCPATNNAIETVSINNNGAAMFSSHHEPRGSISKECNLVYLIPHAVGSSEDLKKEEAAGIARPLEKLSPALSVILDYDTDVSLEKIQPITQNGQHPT
#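 Agonism was scored from calcium flux recorded over 180 s (1 read/s) after pintool compound addition, following a 10-cycle baseline. Cells were inducible force-coupled HEK293 TREx D1, plated overnight at 30 C and loaded with no-wash calcium dye.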
# D1 antag = antagonists of human D1 dopamine receptor. HEK293 TREx D1 cells, calcium flux, dopamine EC80; stronger effect = lower value. activity change, negative = inhibition, % at 10 µM. 3.2% of 360,000 active. AID 504652; in the data active = activity change below about -30%; note: % is set by controls: 0 for no effect and ±100 for the full control effect
#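 Tetracycline-induced HEK293 Trex D1 cells, force-coupled to calcium, dye-loaded; compounds added and read 180 s, then EC80 dopamine added and calcium flux tracked kinetically another 180 s.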
# D2 PAM = D2 dopamine receptor (human) potentiation; potentiation, % at 10 µM; AID 485347; 0.34% of 340,000 active; HEK293 T-REx D2, calcium flux, EC20 dopamine potentiation;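 active = potentiation over 3 SD above the plate norm, cut at about 30% in these data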; note: 0% is about no effect
#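 Potentiation of an EC20 dopamine calcium response is measured in a force-coupled, tetracycline-inducible Hek293 Trex D2 line. Compound-only kinetic reads over 180 s flag agonists before dopamine addition.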
# Glioma ERSR ind = inducers of ER stress response in human glioma cells; Potency, µM, for inactives: at the top dose activation, actives largely listed as activators; U87-MG GRP78 promoter luciferase reporter, 16 h; 0.02% of 420,000 active; AID 602332; note: potency is the fitted concentration of half-maximal effect; series mostly up to about 76 µM; % of control where 0% means no effect; nearly all actives have a fitted effect of over 35% in size
#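 Stably transfected U87-MG glioma cells carrying a GRP78-based luciferase sensor; 16 h compound incubation. Luminescence end-point read 10 min after Bright-Glo addition at room temperature.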
# RXFP1 antag = RXFP1 (human) relaxin receptor antagonism. Q9HBX9. HEK293-RXFP1, relaxin-stimulated cAMP HTRF, 30 min; stronger effect = lower value. activity change, negative = inhibition, % at 57.5 µM. 0.59% of 350,000 active. AID 1259400;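 active = activity change of -60% or lower, but not beyond a set lower limit; inconclusive = change between -60% and -40%, or beyond the set limit; inactive = change above -40%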; note: % is set by controls: 0 for no effect and ±100 for the full control effect
# D1 potentiator = human D1 dopamine receptor positive modulation; 0.036% of 360,000 active; potentiation, % at 10 µM; HEK293 TREx D1 cells, calcium flux, dopamine EC20 potentiation; P21728; AID 504651; in the data active = potentiation above about 30%; note: 0% is about no effect
# Vif-APOBEC3G blk = blocks the Vif interaction with human APOBEC3G. Q9HC16. HeLa A3G-eYFP + Vif (tagged APOBEC3G with the HIV-1 protein that degrades it), YFP fluorescence, overnight. Potency, µM (doses to about 46.1 µM), for the others: at the highest dose activity, negative = active, most hits filed as inhibitors. 0.076% of 410,000 active. AID 602310;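 note: potency is the fitted concentration of half-maximal effect; % is set by controls: 0 for no effect and ±100 for the full control effect; nearly all actives have a fitted effect of over 60% in size; hits raise eYFP signal because A3G escapes Vif-driven loss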
# Target sequence (Q9HC16 whole entry, looked up): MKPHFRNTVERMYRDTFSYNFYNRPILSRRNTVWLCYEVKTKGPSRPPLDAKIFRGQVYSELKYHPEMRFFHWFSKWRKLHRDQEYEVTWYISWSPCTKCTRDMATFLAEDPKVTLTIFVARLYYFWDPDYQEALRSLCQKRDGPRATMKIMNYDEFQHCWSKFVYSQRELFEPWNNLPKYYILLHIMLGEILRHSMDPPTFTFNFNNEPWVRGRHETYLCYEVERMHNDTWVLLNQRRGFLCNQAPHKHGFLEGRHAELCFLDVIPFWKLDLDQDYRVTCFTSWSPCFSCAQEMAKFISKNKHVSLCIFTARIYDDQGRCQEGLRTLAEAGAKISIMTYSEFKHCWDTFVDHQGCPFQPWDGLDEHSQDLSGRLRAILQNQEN
#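 Read-out is eYFP fluorescence (Ex 488/Em 500-530) from Vif-expressing HeLa A3G-eYFP cells; more signal means A3G escaped Vif-mediated degradation. Cells plated overnight, compound pinned in, incubated overnight at 37 deg C.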
# RXFP1 agonist = agonists of human relaxin receptor RXFP1; Q9HBX9; HEK293T-RXFP1 cAMP TR-FRET, 30 min; response scale: percent of porcine relaxin response, buffer zero; Potency, µM (highest dose often 57.5 µM), inactives show at the highest dose activation, usual class: activators; 0.3% of 370,000 active; AID 2676; note: potency is the fitted concentration of half-maximal effect; % is set by controls: 0 for no effect and ±100 for the full control effect; nearly all actives have a fitted effect of over 60% in size; many of its hits are not listed in these tables
#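 HEK293T cells stably expressing RXFP1 were pretreated with the PDE4 inhibitor Ro 20174, exposed to compounds for 30 min at 37C, lysed, and cAMP was read by TR-FRET. Data normalized to buffer (basal) and 29 nM porcine relaxin (100%).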
# Numbers without * were called inactive; ? = inconclusive; · = not tested or not shown; & = joins results of further samples. Unless noted, calls come from the whole dose curve; as a rule, active = well fitted curve in the direction sought with a large enough effect; inconclusive = small, poorly fitted or top-dose-only effect, or another doubt; inactive = no such curve, though single readings can be large; an effect the other way counts as inactive or inconclusive. Some of the compounds tested, so the mix of outcomes need not match the whole.
SMILES,Vif-APOBEC3F blk,D1 agonist,D1 antag,D2 PAM,Glioma ERSR ind,RXFP1 antag,D1 potentiator,Vif-APOBEC3G blk,RXFP1 agonist
O=C1NC(=O)N(CCc2ccc(F)cc2)C(=O)/C1=C/c1ccco1,?,4,-6,·,-6%,?,-1,6%,-0.2%
COc1ccc(-n2c(=S)[nH]c3ccc(C)cc3c2=O)cc1,-4%,·,·,·,-3%,-3,·,1%,·
CC(c1ccc(F)cc1)n1cc(C(=O)NCc2ccc3c(c2)OCO3)nn1 (centres undefined),-3%,31*,-1,-1,-16%,-1,1,3%,-0.8%
O=C(c1ccccc1)c1ccc2nc(N3CCN(c4ccc(F)cc4)CC3)c3nncn3c2c1,?,0,7,2,-3%,-13,-4,-5%,3.3%
Clc1ccc2sc(C3CCNCC3)nc2c1,0%,11,4,-2,-3%,-3,5,0%,0.7%
CCOc1ccc(CN(CCCl)CCCl)cc1C(=O)OC,-22%,0,-7,-8,0%,-1,0,-1%,-1.6%
CCOC(=O)C1=C(N)Oc2cc(C)oc(=O)c2C12C(=O)N1c3c(cccc32)C(C)=CC1(C)C (centres undefined),-5%,1,6,4,-2%,11,1,2%,0.9%
CCN(CC)C(=O)c1ccc(NC(=O)c2ccc(N3CCCC3=O)cc2)cc1,12%,1,6,4,-3%,4,-5,3%,-0.4%
CCCC(C)C1(CC)C(=O)NC(=Nc2ccc(OC)cc2)NC1=O (centres undefined),?,6,-15,-2,-2%,-3,1,-11%,0.4%
COC(=O)C1=C(c2ccc(-c3ccccc3)c(F)c2)C[C@@H]2CC[C@H]1N2C(=O)NC(C)C,3%,0,-2,0,-6%,·,-3,1%,-0.2%
O=C([O-])c1ccc(-[n+]2c(-c3ccccc3)cc(-c3ccccc3)cc2-c2ccccc2)cc1,-2%,5,-14,5,1%,·,-7,-1%,-1.1%
CN(C)CC1CCCCC1OC(=O)c1ccc(Cl)c(Cl)c1 (centres undefined),-4%,10,27,12,-2%,-16,2,1%,0.3%
COc1ccccc1OCC(=O)N1CCN(Cc2ccc3c(c2)OCO3)CC1,-1%,1,-1,-3,-6%,-10,-5,0%,-0.5%
CC(C)COc1ccc(C2(C#N)CC[N+](C)(C)CC2)cc1,4%,·,·,·,1%,7,·,0%,1.2%
Cc1cc(OC(=O)N(C)C)nc(-c2ccc(C)c(Cl)c2)n1,-12%,0,10,4,12%,-12,-4,-7%,-0.6%
CCCCOP(=O)(OCCCC)/C(C#N)=C(/C)O,2%,3,13,-2,-2%,18,2,1%,1.6%
N#CCCn1cc(C=C2C(=O)NC(=O)NC2=O)c(-c2ccccc2)n1,-9%,3,23,6,2%,-6,7,-8%,-0.1%
Cn1c(O)c(C(c2ccccn2)c2c(O)n(C)c(=S)[nH]c2=O)c(=O)[nH]c1=S,1%,·,·,·,-1%,12,·,0%,1.4%
C=CCN1C(=O)NC(=O)C(CCc2ccncc2)(CCc2ccncc2)C1=O,1%,1,19,10,-4%,-3,4,0%,-0.3%
COC(=O)C1=C(c2cccc(C#N)c2)C[C@@H]2CC[C@H]1N2C(=O)N1CCOCC1,-1%,-1,-16,3,-5%,·,-4,3%,-0.2%
O=C(Nc1ccc(F)c([N+](=O)[O-])c1)N1C[C@H]2C[C@@H](C1)c1cccc(=O)n1C2,-8%,3,-11,8,?,-11,7,2%,1.5%
CCN(CC)CCO,3%,-2,·,0,-3%,·,-4,2%,0.8%
CN(C)c1ccc(Cc2ccc(N(C)C)cc2)cc1,?,·,·,·,4%,-18,·,3%,·
CCC(=NCCC(c1ccccc1)c1ccccc1)c1c(O)n(C)c(=O)n(C)c1=O,-5%,23,1,-1,0%,5,-1,0%,1.9%
O=C1NC(=O)C(=Cc2ccccc2Oc2ccc(F)cc2)C(=O)N1,-4%,-3,3,4,-3%,-13,1,-7%,0.8%
Cc1ccc(CNCCc2ccccc2F)cc1,4%,8,-9,·,0%,-12,-4,0%,-1.4%
CCCC12CN3CC(C)(CN(C1)C3c1c(C)[nH]c(=O)[nH]c1=O)C2=O (centres undefined),5%,-1,-7,5,-1%,-8,0,-1%,-1.0%
O=C(c1ccc(F)cc1)N1CCC2(CC1)OCCO2,-1%,7,7,0,0%,0,2,0%,-0.4%
C=CCN1C(=O)c2ccccc2Sc2ccc(C(=O)N3CCC4(CC3)OCCO4)cc21,-5%,2,-2,0,-5%,3,-3,3%,0.1%
CCC1(OC(=O)c2ccccc2)CC(C)N(C)CC1C (centres undefined),?,5,7,-11,-4%,-1,-2,-170%,-0.5%
CCN1CCN(Cc2cc(OC)c3c(c2)OCO3)CC1,-11%,4,4,0,-1%,-4,-4,-1%,0.5%
Cc1ccc(C)c(NC(=S)NCCc2cnc[nH]2)c1,-20%,5,0,-9,-1%,9,4,1%,-0.6%
CN1CCN(c2cc(N3CCCC3)c([N+](=O)[O-])cc2F)CC1,·,2,0,-4,-5%,3,-7,-1%,0.2%
CN(C)C(=O)Oc1cccc2c(OC(=O)N(C)C)cccc12,7%,1,0,4,0%,-4,-3,0%,-3.4%
Cc1ccccc1CN1CCCN(Cc2ccc(Cl)cc2)S1(=O)=O,0%,5,-4,-4,-9%,-1,3,0%,-0.1%
COC(=O)C1=C(c2cccc(OCc3ccccc3)c2)C[C@@H]2CC[C@H]1N2C(=O)NCCOc1ccccc1Cl,9%,9,11,-1,-6%,·,-2,0%,2.1%
COc1ccc2c(c1)CC1(CN2C)C(=O)NC(=O)N(c2ccc(C)cc2)C1=O (centres undefined),0%,2,0,0,3%,-1,12,-6%,1.0%
OC(CNC1CCCCC1)C(F)(F)F (centres undefined),-1%,-1,18,-2,0%,1,3,1%,-2.1%
Nc1c(C(=O)NCC2CCCO2)c2nc3ccccc3nc2n1Cc1ccco1 (centres undefined),5%,9,6,-1,-3%,-17,-4,2%,-1.9%
CC/C(=N\Nc1ccccc1)c1c(O)[nH]c(=O)[nH]c1=O,3%,0,1,0,4%,4,-7,-18%,0.7%
O=C(CN1CCN(c2ccccc2F)CC1)Nc1cccnc1Cl,4%,1,-9,7,-3%,-19,4,0%,-1.6%
CC(N=Cc1c(O)[nH]c(=O)[nH]c1=O)c1ccccc1 (centres undefined),2%,3,-5,-1,-6%,-6,2,1%,1.6%
O=P(Oc1ccccc1)(Oc1ccccc1)C(Nc1ccccc1)c1ccccc1 (centres undefined),-1%,11,14,1,-1%,-2,-7,-14%,-0.1%
Cc1ccc(/C=C2/C(=O)NC(=O)N(C)C2=O)cc1,5%,0,-2,-11,1%,-14,-4,0%,0.1%
O=c1[nH]sc2cc(F)ccc12,0%,1,32,4,-6%,?,4,-6%,5.4%
Brc1cc2c(cc1CN1CCN(c3ccccc3)CC1)OCCO2,4%,1,-3,-23,-6%,-7,-2,-4%,2.4%
C/C(CC(c1ccccc1)c1c(O)c2ccccc2oc1=O)=N\NC(N)=S (centres undefined),-7%,1,5,-8,1%,26,-3,0%,5.5%
O=C(O)C(Br)CBr (centres undefined),2%,-2,·,-14,-2%,·,0,1%,-2.0%
O=c1[nH]c(=S)n(Cc2ccc(F)cc2)c(O)c1/C=N/N1CCCCCC1,6%,21,1,-9,0%,-2,-2,-10%,0.2%
C=CCCC1(CC)C(=O)NC(=S)NC1=O,0%,·,·,·,-3%,-3,·,2%,·

# Other entries
SMILES,Vif-APOBEC3F blk,D1 agonist,D1 antag,D2 PAM,Glioma ERSR ind,RXFP1 antag,D1 potentiator,Vif-APOBEC3G blk,RXFP1 agonist
CCCC[N+]1(C)C2CC(OC(=O)C(CO)c3ccccc3)CC1C1OC12 (centres undefined),0%,3,3,12,-4%&-1%,·,-5,-1%,-6.4%
Cc1ccc(Oc2cc(NN3CCCCC3)c([N+](=O)[O-])cc2[N+](=O)[O-])c([N+](=O)[O-])c1,5%,-1,4,-9,-4%,·,1,4%,-1.1%
COc1ccc(CN2CCCCC2c2cccnc2)cc1C (centres undefined),-6%,2,-3,·,0%,?,-3,-8%,-1.4%
Cc1cc(=O)oc2c(C)c(OCC(=O)N3C[C@H]4C[C@@H](C3)c3cccc(=O)n3C4)ccc12,9%,3,-6,8,0%,·,3,0%,-0.7%
N#Cc1ccc(NC(=O)CN2C(=O)NC3(CCCCCCC3)C2=O)cc1Cl,-5%,2,-57*,-4,1%,2,2,-2%,2.7%
NC(Cc1cc(O)c(O)cc1O)C(=O)O (centres undefined),·,1,8,-7,-5%&-4%,·,0,5%,1.9%
CCCCNC(=O)Nc1ccc(C(O)(C(=O)OC)C(F)(F)F)cc1 (centres undefined),2%,2,2,·,-1%,3,-3,-14%,-0.4%
COc1cc(CNCCc2c[nH]c3ccccc23)cc(OC)c1,6%,8,7,-22,-3%,-13,-3,-1%,3.8%
Cc1ccc2c(c1)=NC(=O)/C(=C/c1c(O)[nH]c(=O)[nH]c1=O)C=2,7%,2,-4,0,-6%,-4,-2,1%,0.0%
C[C@]12CCC3C(CC[C@H]4C[C@H](O)[C@H](O)C[C@]34C)C1CC[C@@H]2O (some centres undefined),-2%,·,·,·,-2%,-9,·,-3%,·
CN[C@@H](C)[C@@H](O)c1ccccc1,3%,1,3,7,-3%,·,-3,2%,2.0%
Nc1c(C(=O)NCc2ccco2)c2nc3ccccc3nc2n1Cc1ccccc1,?,11,2,6,-4%,-9,-1,-27%,1.8%
COc1cccc(C(=O)C2CCCN(C3CCOCC3)C2)c1 (centres undefined),0%,5,0,-9,-3%,-6,2,1%,-0.7%
CCN1CCN(Cc2cccnc2)CC1,11%,4,9,16,-9%,7,-9,0%,2.1%

# Sorted by molecular weight (smallest number first): part of the list above.
SMILES,Vif-APOBEC3F blk,D1 agonist,D1 antag,D2 PAM,Glioma ERSR ind,RXFP1 antag,D1 potentiator,Vif-APOBEC3G blk,RXFP1 agonist
CN[C@@H](C)[C@@H](O)c1ccccc1,3%,1,3,7,-3%,·,-3,2%,2.0%
CCN1CCN(Cc2cccnc2)CC1,11%,4,9,16,-9%,7,-9,0%,2.1%
Nc1c(C(=O)NCc2ccco2)c2nc3ccccc3nc2n1Cc1ccccc1,?,11,2,6,-4%,-9,-1,-27%,1.8%
